Source: PubChem BioAssay
N370S GC mod: inhibits or activates N370S mutant glucocerebrosidase; hit rate 0.092% among 330,000; AID 2101; Potency, µM (top dose mostly 59.4 µM), for the others: at the highest dose activity change, negative = inhibition, hits mostly inhibitors; N370S GC spleen homogenate, 4MU-glucoside fluorescence; P04062; active means well fitted inhibition curve with a large enough effect;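 further: 0% = full enzyme activity and -100% = no enzyme basal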
Numbers without * were called inactive; & = joins results of further samples; [ ] = remark or other dose. Potency means the concentration at half of the fitted maximal effect.

SMILES,N370S GC mod
N#C/C(=C/c1ccc(-c2cc(C(=O)O)cc(C(=O)O)c2)o1)c1nc2ccccc2s1,-12.2%
COC(=O)[C@H](C)NC(=O)[C@@H](C)CO,-6.9%[12.8 µM]
COc1ccc(C2CC(=O)c3cnc(N4CCc5ccccc54)nc3C2)cc1OC (stereo not given),-10.2%
Cc1cccc(C)c1Nc1oc(-c2ccccc2)nc1-c1cccc2ccccc12,-5.1%
COC[C@H]1O[C@@H](c2c(OC)cc(OC)cc2OC)[C@H](OC)[C@@H](OC)[C@@H]1OC,12.3%
Cc1ccc(C)n1C(Cc1ccccc1)C(=O)O (stereo not given),-5.8%
COC(=O)C1=C(C)N(Cc2ccccc2)[C@]23O[C@](C(=O)OC)(C(=O)N2C1c1ccccc1)C(C(=O)OC)C3C(=O)OC (stereo not given in full),-1.6%&-9.2%[12.8 µM]
CCOC(=O)OCC1OC(C#Cc2ccc(C)cc2C)C=CC1OC(=O)OCC (stereo not given),-19.1%[12.8 µM]
CCN(CC)S(=O)(=O)c1ccc(Cl)c(C(=O)Nc2cc(C)nn2-c2ccccc2C(F)(F)F)c1,4.2%
CCCN1C(=O)/C(=C\C=C2/Sc3ccccc3N2CC)SC1=S,4.9%
CCOC(=O)c1ccc(Cl)c(NC(=O)c2cccnc2)c1,-10.7%
O=c1nc2n(Cc3ccccc3)c3ccccc3cc-2c(=O)[nH]1,16.5%
O=C1OC2(c3cc(Br)c(O)c(Br)c3Oc3c2cc(Br)c(O)c3Br)c2c(Cl)c(Cl)c(Cl)c(Cl)c21,-16.7%
CC(C)C[C@@H](CC(=O)N[C@@H](CCCN)CC(=O)N[C@@H]1CCCC[C@H]1C(=O)N[C@H](CC(=O)N[C@@H](CCC(=O)O)CC(=O)O)CC(C)C)NC(=O)[C@@H]1CNCC[C@H]1N,-1.3%
CCOC(=O)C(C)(C)N(Cc1ccc(Cl)cc1)S(=O)(=O)c1ccc(Cl)c([N+](=O)[O-])c1,-2.3%
C/C(CCN1CCCc2nc(C)c(C)cc21)=N\OC[C@@H](O)[C@@H]1O[C@@H]2OC(C)(C)O[C@@H]2[C@H]1O,-9.2%[12.8 µM]
Cc1c(C(=O)N2CCN(c3ccccc3)CC2)sc2ncnc(N3CCC(C)CC3)c12,2.8%
Clc1ccc(Cl)c(Cl)c1Cl,-5.2%
COc1cccc2cc(C(N)=O)/c(=N/NC(=O)COc3ccc(Cl)cc3)oc12,-6.1%
COC(=O)[C@H](COC(C)(C)C)NC(=O)O[C@@H]1C(=O)c2cc(Br)ccc2O[C@H]1c1cccc(OC)c1,8.0%

Shown with values ahead of the structure: entries from further up.
N370S GC mod	structure
-5.2%	Clc1ccc(Cl)c(Cl)c1Cl
-6.1%	COc1cccc2cc(C(N)=O)/c(=N/NC(=O)COc3ccc(Cl)cc3)oc12

Going on with the list:
SMILES,N370S GC mod
CCCCNc1nc(C)nc2c1nc(-c1ccccc1)n2CCN1CCCCC1,-17.4%
CN(C/C=C\c1ccccc1)Cc1cccc2ccccc12,-7.8%[21.6 µM]
CC(C)(C)N1C(=O)[C@H]2[C@@H]3[C@H](O)C=CC(=O)[C@H]3CC[C@H]2C1=O,5.5%[12.8 µM]
c1ccc2c(c1)Cc1cc3cc4c(cc3nc1-2)OCO4,8.4%
CN1/C(=C/C(=O)c2cccs2)Sc2ccccc21,13.7%
COc1ccc(OC)c(CC(NC(C)=O)C(=O)NC2CCN(c3cc(C)nc4ncnn34)CC2)c1 (stereo not given),-4.7%
COCCn1c(-c2ccccc2)nc2c(c(=O)c3ccccc3n2C)c1=O,11.3%
CCCNC(=O)OC[C@H]1O[C@H](CCO/N=C/[C@@H](OC)[C@H](C)/C=C/CC(=O)OC)C=C[C@@H]1Oc1ccc(OC)cc1,-13.7%
COC(=O)[C@@]1(Cc2ccc(OC)cc2)[C@H]2c3cc(C(=O)N(C)C)n(Cc4cc(C)n(C)n4)c3C[C@H]2CN1C(=O)c1ccccc1,3.3%
Cc1ccc(S(=O)(=O)N2CCOCC2)cc1C(=O)OCC(=O)N1c2ccccc2NC(=O)C1(C)C,28.8%
CC(=O)OC[C@@H]1O[C@H](C/C=N\O[C@@H]2O[C@H](COC(C)=O)[C@@H](OC(C)=O)[C@H](OC(C)=O)[C@H]2OC(C)=O)C=C[C@@H]1OC(C)=O,2.2%[12.8 µM]
CC(=O)OCC1OC(C#CC(C)(C)C)C=CC1OC(C)=O (stereo not given),-5.2%&-9.5%[12.8 µM]
CCc1nc2c(sc3nc(N4CCOCC4)c4c(c32)CC(C)(C)OC4)c(=O)o1,-2.9%
N/C(=N\c1nc(CSc2nnnn2-c2ccccc2)cc(=O)[nH]1)Nc1ccccc1,1.0%
CC(=O)OC[C@@H]1O[C@@H](O/N=C2/C[C@@H](O)[C@@H](O)[C@@H]3[C@@H]4C(=O)N(Cc5ccc6c(c5)OCO6)C(=O)[C@H]4CC[C@H]23)[C@H](OC(C)=O)[C@H](OC(C)=O)[C@@H]1OC(C)=O,3.2%[12.8 µM]
O=C1C2C=CC=CC2=NC(=S)N1CCN1CCC(=C(c2ccc(F)cc2)c2ccc(F)cc2)CC1 (stereo not given),1.8%
C=C(C(C)=O)C(O)c1ccc2ccccc2c1 (stereo not given),0.2%
Cc1ccc(C[C@H](C(=O)O)N2C(=O)c3ccc(C(=O)O)cc3C2=O)cc1,-20.0%
O=C(CSc1cccc[n+]1[O-])Nc1ccc(N2CCOCC2)cc1,3.3%
O=C(CCC(=O)N(CC(=O)NC1CCCCC1)c1ccc2c(c1)OCCO2)Nc1ccccn1,8.2%

The list goes on.
SMILES,N370S GC mod
COc1cc(C)c(Cl)cc1S(=O)(=O)NC1CC(C)(C)NC(C)(C)C1,-24.0%
NC[C@@H]1O[C@@H](O[C@H]2[C@H](O)[C@@H](O[C@@H]3O[C@@H](CO)[C@H](O)[C@@H](N)[C@@H]3O)[C@H](N)C[C@@H]2N)[C@@H](O)[C@H](O)[C@H]1O,-12.0%
COC(=O)C[C@H]1c2ccccc2C2=C(C[C@@H](C)[C@H]3C(=O)NC(=O)[C@@H]23)N1C(=O)OC,1.1%[12.8 µM]
Cn1c(C(=O)N2CCCc3ccccc32)cc2c(=O)n3ccccc3nc21,9.1%
COc1ccc(CCNC(=O)CSc2nnc(-c3ccco3)c(-c3ccco3)n2)cc1OC,-8.8%
CN(C)C=Nc1ccccc1C1C=NNC1=O (stereo not given),6.8%
Cc1nnc2n(C3CCCCC3)c(=O)c3c4c(sc3n12)CCC4,0.7%
Cc1[nH]c2ccccc2c1-c1nc(-c2ccc(Cl)cc2)nnc1-c1ccccc1,2.2%
CCOC(=O)N1CCN(c2ncnc3c2oc2nc(C)c4c(c23)CC(C)(C)OC4)CC1,-1.4%
C=CCOC(=O)C(C(C)=O)C(NC(=O)OC)c1cccc(C(F)(F)F)c1 (stereo not given),12.4%[12.8 µM]
C=CCC1C=CC(Oc2ccc(F)cc2C)C(CO)O1 (stereo not given),6.3%[12.8 µM]
C#CCOCCOCCOCCNc1nc(N2CCN(C(=O)[C@H]([C@@H](C)CC)n3cc([C@@H](N)CO)nn3)CC2)nc(N2CCN(C(=O)[C@H](Cc3cc4ccccc4[nH]3)n3cc([C@@H](N)Cc4ccc(O)cc4)nn3)CC2)n1,-27.0%
CCC1(c2ccccc2)NC(=O)NC1=O (stereo not given),4.5%
Cc1ccc(OCc2nnc(NC(=O)Cc3cccs3)s2)cc1,7.0%
COc1cccc(-c2nnc3n2N=C(c2ccccc2OC)CS3)c1,2.5%
CC(=O)OCC(=O)[C@@]1(OC(C)=O)[C@H](C)C[C@H]2[C@@H]3C[C@H](F)C4=CC(=O)C=C[C@@]4(C)[C@]3(F)[C@H](O)C[C@@]21C,1.6%[21.6 µM]
CCCC(=O)Nc1nn(C)c2nc3cc(C)ccc3cc12,-12.4%
CCCn1c(=O)c2ccccc2n2c(SCN3C(=O)c4ccccc4C3=O)nnc12,6.6%
O=c1c2cccc3c(N4CCOCC4)ccc(c32)c2nc3ccccc3n12,4.4%
O=c1cc(-c2ccc(O)cc2)oc2c([C@@H]3O[C@H](CO)[C@@H](O)[C@H](O)[C@H]3O)c(O)cc(O)c12,-9.5%

Brought forward from above: 2 entries, then new ones.
SMILES,N370S GC mod
O=c1c2cccc3c(N4CCOCC4)ccc(c32)c2nc3ccccc3n12,4.4%
O=c1cc(-c2ccc(O)cc2)oc2c([C@@H]3O[C@H](CO)[C@@H](O)[C@H](O)[C@H]3O)c(O)cc(O)c12,-9.5%
COC(=O)C/C=C\[C@@H](C)[C@@H](/C=N\O[C@@H](C)c1cc(-c2c(C)cc(C)cc2C)no1)OC,17.3%[12.8 µM]
C[C@@]12CCc3occc3[C@H]1CC[C@]13CC(=O)[C@@H](CC[C@H]12)C3,-0.7%
O=C(COC(=O)c1cccc([N+](=O)[O-])c1)c1ccc2c(c1)OCO2,3.0%
COc1ccc(/C(O)=C2/C(=O)C(=O)N(CCCN(C)C)C2c2ccc(C)o2)cc1Cl (stereo not given),-10.5%
CO[C@@H]1COC(=O)CC=C[C@@H](C)[C@@H]2C=C[C@@H](O)[C@@H](COC(=O)C/C=C\[C@H]1C)O2,24.9%[12.8 µM]
CC(C)[C@@H](OCc1ccccc1)[C@H](C)CO/N=C1/[C@H]2OC2[C@@H](O)[C@H]2[C@H]1CCn1c(=O)n(-c3ccccc3)c(=O)n12 (stereo not given in full),-12.9%[12.8 µM]
O=C(Nc1cccc(C(F)(F)F)c1)Nc1cc(Cl)ccc1C(=O)O,0.3%
CC/C(=N\NC(C)=O)c1ccc(OC(F)F)cc1,-0.4%
CC(=O)OC[C@@H]1O[C@@H](O/N=C2/C[C@@H](O)[C@@H](O)[C@@H]3[C@@H]4C(=O)N(C(C)(C)C)C(=O)[C@H]4CC[C@@H]23)[C@H](OC(C)=O)[C@H](OC(C)=O)[C@@H]1OC(C)=O,-6.9%[12.8 µM]
CCOc1ccc(-c2c(=O)n(OCc3ccc([N+](=O)[O-])cc3)c3ccccc3[n+]2[O-])cc1,6.8%
CC1CCC2C(=O)OC(CN3C(=O)c4ccccc4C3=O)CN2C1c1ccc(Br)cc1 (stereo not given),18.9%[12.8 µM]
COC(=O)c1[nH]c2cc(OC)c(OC)cc2c1NC(=O)CN1CCN(Cc2ccccc2)CC1,-1.0%
COC(=O)C1=C(C)N(Cc2cccnc2)C(=O)/C1=C\c1cccs1,5.5%
CCCOc1ccc(N2C(=O)CC(N3CCC(c4nc5ccccc5o4)CC3)C2=O)cc1 (stereo not given),4.8%
CCCCCCCCCCCCCCCCCCOC[C@@H](O)COP(=O)([O-])OCC[N+](C)(C)C,-15.1%
COc1ccccc1C1C=C(c2ccc(Cl)cc2)Nc2nc(NS(C)(=O)=O)nn21 (stereo not given),8.9%
O=c1c2cc(-c3ccccc3)sc2nc2n1CCC2,7.3%
O=C1C=C[C@@H](O)[C@@H]2[C@H]3C(=O)N(c4ccc(F)cc4F)C(=O)[C@@H]3CC[C@@H]12,-1.8%[12.8 µM]
O=C(CSc1nnnn1-c1ccc(O)cc1)N1N=C(c2ccc3ccccc3c2)CC1c1ccccc1 (stereo not given),-10.5%
CN1[C@H](Cc2ccccc2)C=C[C@]1(C)C(=O)NCC1CC1,3.2%

Random excerpt: four entries already listed.
SMILES,N370S GC mod
CN1[C@H](Cc2ccccc2)C=C[C@]1(C)C(=O)NCC1CC1,3.2%
CC(=O)OC[C@@H]1O[C@@H](O/N=C2/C[C@@H](O)[C@@H](O)[C@@H]3[C@@H]4C(=O)N(C(C)(C)C)C(=O)[C@H]4CC[C@@H]23)[C@H](OC(C)=O)[C@H](OC(C)=O)[C@@H]1OC(C)=O,-6.9%[12.8 µM]
COc1ccc(/C(O)=C2/C(=O)C(=O)N(CCCN(C)C)C2c2ccc(C)o2)cc1Cl (stereo not given),-10.5%
O=C(COC(=O)c1cccc([N+](=O)[O-])c1)c1ccc2c(c1)OCO2,3.0%

The list goes on.
SMILES,N370S GC mod
O=C(Nc1cccc(F)c1)c1c(O)c2cccc3c2n(c1=O)CCC3,1.8%
CC1CCC2C(C)C3C(CC4[C@@H]5CC=C6C[C@@H](O)CC[C@]6(C)C5CC[C@]34C)N2C1 (stereo not given in full),-9.0%
C(=C\c1ccccn1)/c1cccnc1,-1.9%
COc1ccc(O[C@H]2C=C[C@@H](c3ccccc3)O[C@@H]2COC(=O)CC/C(C)=N/O[C@@H](C)c2cn([C@H](CO)Cc3ccccc3)nn2)cc1,-8.5%
Nc1nc2c(nc(Br)n2C2O[C@H]3COP(=O)(O)O[C@@H]3C2O)c(=O)[nH]1 (stereo not given in full),-0.2%
CC[C@H](C)[C@H](NC(=O)[C@H](Cc1ccc(O)cc1)NC(=O)[C@@H](NC(=O)[C@H](CCCN=C(N)N)NC(=O)[C@@H](N)CC(=O)O)C(C)C)C(=O)N[C@@H](Cc1ccc(N)cc1)C(=O)N1CCC[C@H]1C(=O)N[C@@H](Cc1ccccc1)C(=O)O,-8.4%
COc1cc(NC(=O)c2ccccc2-c2ccccc2)cc(OC)c1OC,-15.5%
CSCC[C@H](NC(=O)[C@@H]1CCCN1C(=O)CNC(=O)[C@H](CCCCN)NC(=O)[C@H](Cc1cnc[nH]1)NC(=O)[C@H](CO)NC(=O)[C@H](CC(C)C)NC(=O)[C@H](CCCNC(=N)N)NC(=O)[C@@H]1CCCN1C(=O)[C@H](CCCNC(=N)N)NC(=O)[C@H](CCC(N)=O)NC(=O)[C@H](CCCNC(=N)N)NC(=O)[C@H](CCCNC(=N)N)NC(=O)[C@H](Cc1ccccc1)NC(=O)[C@@H](N)CCCCN)C(=O)N1CCC[C@H]1C(=O)N[C@@H](Cc1ccccc1)C(=O)O,0.5%
O=S(=O)(Nc1ccc(O)c2ccccc12)c1ccc(Br)cc1,-11.6%
COc1ccc(/C=C/C2=CC3(C)CC2(C)C(c2ccc(OC)cc2)CC3=O)cc1 (stereo not given),-1.1%[12.8 µM]

This is a subset (hit frequency here may not be typical).
